# Screens from PubChem BioAssay.
# NPC1 promoter act = activators of NPC1 promoter; Huh7 NPC1 promoter luciferase reporter, 24 h; Potency, µM (doses to about 9.22 µM), for the others: top-dose activation, hits mostly activators; 2.4% of 320,000 active;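 also: potency is read from the fitted curve at half-maximal effect; % of control where 0% means no effect; nearly all actives have a fitted effect of over 60% in size; reporter is driven by a mutant NPC1 promoter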
#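 Huh7 reporter cells (NPC1 promoter driving luciferase) are dosed with compound for 24 h at 37 °C, 5% CO2; luciferase detection reagent is then added and luminescence measured after 10 min at ambient temperature.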
# Gal4-VP16 FLuc = Gal4-VP16 reporter inhibition counter-screen | Drosophila S2 Gal4-VP16 UAS-luciferase, luminescence, 20 h | Potency, µM (highest dose often 53.6 µM), inactives show at the top dose activity, negative = inhibition, usual class: inhibitors | 3.5% of 310,000 active | AID 2546;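 also: Gal4-VP16 expression switched on by copper sulfate through the metallothionein promoter; potency is read from the fitted curve at half-maximal effect; % is scaled to controls: 0 for no effect and ±100 for the full control effect; nearly all actives have a fitted effect of over 50% in size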
# Coupling enz = inhibits coupling enzyme system, counter-screen for aldolase hits. 0.67% of 290,000 active. activity change, negative = inhibition, % at 58.2 µM, hits read low. coupling enzyme system counterscreen, AmpLite Red fluorescence. AID 2472; in the data active = activity change below about -30%; also: % is scaled to controls: 0 for no effect and ±100 for the full control effect
#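 Activity here indicates interference with the coupling reaction, not aldolase inhibition. Compounds at 57.5 uM final met coupling enzymes for 10 min at RT; substrate and AmpLite Red detection followed, with a 525/598 nm fluorescence read after 20 min.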
# KCNH2 3.1 inh = blocks the human KCNH2 3.1 channel isoform; U2OS KCNH2 3.1, thallium flux FluxOr; active compounds read low; activity change, % (tested at about 1.8 µM); 0.95% of 340,000 active; AID 720553;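 active = maximum activity change below -70%; inconclusive = maximum activity change from -70% to -50%; inactive = maximum activity change above -50%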;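 also: thallium influx rate constant from kinetic fluorescence after stimulation buffer; % is scaled to controls: 0 for no effect and ±100 for the full control effect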
#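 Normalized rate constant (relative to positive and negative DMSO controls) derived from a 2 min kinetic fluorescence read after stimulation; U2OS cells expressing the 3.1 isoform via virus at 1.77 x 10^8 /mL.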
# uPA surface inh = blocks generation of uPA at the cell surface | cell surface uPA generation assay, qHTS | Potency, µM (top dose mostly 38.3 µM), without a hit: at the top dose activity change, negative = inhibition, hits mostly inhibitors | 0.31% of 330,000 active | AID 540303; active = well fitted inhibition curve with a large enough effect; inconclusive = small, poorly fitted or top-dose-only effect; inactive = no such curve, though single readings can be large or run the other way; tested in mouse RAW 264.7 cells; also: potency is read from the fitted curve at half-maximal effect; % is scaled to controls: 0 for no effect and ±100 for the full control effect; nearly all actives have a fitted effect of over 55% in size
# Giardia kill = Giardia lamblia killing; Giardia lamblia trophozoite viability; activity change, % at 7.66 µM, hits read low; 0.15% of 340,000 active; in the data active = activity change below about -80%; inconclusive = between about -30% and that limit;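 also: parasites exposed to compound for two days anaerobically before the ATP read; % is scaled to controls: 0 for no effect and ±100 for the full control effect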
#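 Each well holds 100 Giardia trophozoites and compound. After two days (48 hrs) at 37 deg C in anaerobic conditions, ATP is quantified by luminescence.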
# RORgamma inh = blocks mouse ROR gamma transcriptional activity; P51450; Potency, µM (highest dose often 53.6 µM), for the others: at the top dose activity change, negative = inhibition, hits mostly inhibitors; 5.4% of 310,000 active; AID 2551; Drosophila S2 Gal4-RORgamma UAS-luciferase reporter, 20 h; also: potency is read from the fitted curve at half-maximal effect; % is scaled to controls: 0 for no effect and ±100 for the full control effect; nearly all actives have a fitted effect of over 60% in size
# Target sequence (P51450 whole entry, looked up, the tested form may be a part): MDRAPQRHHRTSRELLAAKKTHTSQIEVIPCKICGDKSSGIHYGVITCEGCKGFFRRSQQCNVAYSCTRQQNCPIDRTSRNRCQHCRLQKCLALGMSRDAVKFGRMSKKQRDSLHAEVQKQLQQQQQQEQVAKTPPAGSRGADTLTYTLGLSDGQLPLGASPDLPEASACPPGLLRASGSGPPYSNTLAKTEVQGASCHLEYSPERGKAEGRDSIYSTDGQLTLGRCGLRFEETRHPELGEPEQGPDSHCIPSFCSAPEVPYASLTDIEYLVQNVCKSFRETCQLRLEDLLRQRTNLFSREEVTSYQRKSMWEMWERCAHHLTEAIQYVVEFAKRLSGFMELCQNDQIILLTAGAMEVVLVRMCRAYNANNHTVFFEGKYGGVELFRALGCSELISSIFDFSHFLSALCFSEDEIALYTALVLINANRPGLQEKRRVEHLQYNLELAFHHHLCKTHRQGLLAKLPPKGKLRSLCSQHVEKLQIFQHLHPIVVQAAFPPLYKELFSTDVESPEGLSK
#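 Stable Schneider cell line, Gal4 DNA-binding domain fused to ROR gamma, UAS-luciferase. Cmpd 1 hr RT → CuSO4 700 uM final → 20 hr RT → luciferase reagent 10 min → luminescence.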
# Tb PFK inh = blocks T. brucei phosphofructokinase; O15648; T. brucei PFK, ADP-Glo luminescence; Potency, µM (titrated, usually from 57.5 µM), inactives show at the top dose activity, negative = inhibition, most hits filed as inhibitors; 0.17% of 330,000 active; AID 485367;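 also: potency is read from the fitted curve at half-maximal effect; 0% = uninhibited 1x PFK enzyme wells and -100% = no-enzyme wells; nearly all actives have a fitted effect of over 60% in size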
# Target sequence (O15648 whole entry, looked up): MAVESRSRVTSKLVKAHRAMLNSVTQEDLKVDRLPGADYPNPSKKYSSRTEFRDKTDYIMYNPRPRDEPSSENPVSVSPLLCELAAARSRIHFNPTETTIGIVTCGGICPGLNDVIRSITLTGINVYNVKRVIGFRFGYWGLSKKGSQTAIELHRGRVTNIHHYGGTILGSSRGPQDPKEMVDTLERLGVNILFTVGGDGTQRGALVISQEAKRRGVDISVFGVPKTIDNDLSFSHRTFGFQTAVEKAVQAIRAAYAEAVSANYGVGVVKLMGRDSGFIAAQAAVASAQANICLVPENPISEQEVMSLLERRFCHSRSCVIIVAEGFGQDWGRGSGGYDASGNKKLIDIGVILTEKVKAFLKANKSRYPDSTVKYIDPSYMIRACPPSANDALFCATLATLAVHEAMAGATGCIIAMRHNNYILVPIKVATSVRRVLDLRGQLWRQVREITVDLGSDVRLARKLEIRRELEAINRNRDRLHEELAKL
#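 In TEA buffer at pH 8.0 with 5 mM MgCl2, enzyme (1.25 nM) converted F6P (0.5 mM) and ATP (0.1 mM) for 45 min at room temperature. ADP product was read by luciferase luminescence.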
# FLuc counter = inhibits or activates purified firefly luciferase, miR-21 counter-screen | P08659 | purified FLuc, Km substrates, luminescence inhibition | Potency, µM (series often up to 57.5 µM), for inactives: at the highest dose activity change, negative = inhibition, hits mostly inhibitors | 6.9% of 360,000 active | AID 588342;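 also: potency is read from the fitted curve at half-maximal effect; plate controls were vehicle for no effect and reference inhibitor for full effect; nearly all actives have a fitted effect of over 55% in size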
#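 Biochemical qHTS of compounds, final roughly 60 µM downward over six points, against 10 nM purified firefly luciferase using Km concentrations of substrates (10 uM D-luciferin, 10 uM ATP) in Tris acetate pH 7.5 buffer; luminescence output.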
# ELG1 genotoxic = inducers of genotoxicity in HEK293T ELG1-luciferase cells. HEK293T ELG1-luciferase reporter, luminescence, 16 h. 1.3% of 330,000 active. Potency, µM (highest dose often 46 µM), for inactives: at the top dose activity change, positive = activation, actives largely listed as activators; also: potency is read from the fitted curve at half-maximal effect; % of control where 0% means no effect; nearly all actives have a fitted effect of over 60% in size
#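 Reporter readout depends on ELG1 protein level, which increases with genetic stress. After 16 hr compound exposure at 37 °C, luciferase activity was quantified using ONE-Glo.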
# Rab9 prom act = activators of Rab9 promoter; Huh7 Rab9 promoter-luciferase reporter, luminescence, 24 h; 2.8% of 320,000 active; Potency, µM (doses to about 9.22 µM), for the others: at the highest dose activation, negative = inhibition, usual class: activators; AID 485297; also: potency is read from the fitted curve at half-maximal effect; % of control where 0% means no effect; nearly all actives have a fitted effect of over 60% in size
#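 Promoter activation is measured as luciferase luminescence in Huh7 cells stably transfected with a Rab9 promoter–luciferase construct, following 24 h compound exposure at 37 °C and 10 min reagent incubation at ambient temperature.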
# Active calls of the source: *; ? = inconclusive; nt = not tested or not shown; & = joins results of further samples; [ ] = dose if it differs, or a comment. Unless noted, calls follow the shape of the dose curve; as a rule, active = well fitted curve in the direction sought with a large enough effect; inconclusive = small, poorly fitted or top-dose-only effect, or another doubt; inactive = no such curve, though single readings can be large; an effect the other way counts as inactive or inconclusive.
Compound	NPC1 promoter act	Gal4-VP16 FLuc	Coupling enz	KCNH2 3.1 inh	uPA surface inh	Giardia kill	RORgamma inh	Tb PFK inh	FLuc counter	ELG1 genotoxic	Rab9 prom act
COC(=O)CSc1nc(-c2ccc(F)cc2)cc(C(F)(F)F)n1	-5%	4%	1	10	0%	-5	-32%	-1%	-13%&3%	2%	-1%
CCNC(=S)Nc1ccc(-c2nc3ccccc3[nH]2)cc1	3.2µM*	-5%	-3	-4	nt	24	0%	-2%	11µM*	?	1.1µM*
O=C(O)Cc1ccccc1C(=O)O	-3%	-1%	3	5	1%	7	14%	25%	3%	-3%	2%
COc1cccc(NC(=O)c2ccc3c(c2)OCO3)c1	0.5µM*	-27%	2	3	?	-7	-3%	-12%	2.7µM*	6.5µM*	0.45µM*
Clc1ccc(CSc2ccc(-c3ccccn3)nn2)cc1	?	?	0	-3	2%	19	-9%	2%	?	23µM*	?
Oc1ccc(N2CCN(Cc3ccc(OCCCN4CCCCC4)cc3)CC2)cc1	0%	4%	-20	-11	0%	-11	0%	-1%	-1%	0%	-6%
O=C(NCc1ccc(F)cc1)NC(=O)c1ccc(Cl)cc1	0%	?	nt	-3	6%	-2	?	?	?	2%	-3%
O=C(C1=C[C@@H](c2ccccc2)C[C@@H](OCc2ccc(CO)cc2)O1)N1CCCCCCC1	1%	-3%	0	30	18%	1	23%	-2%	-1%	4%	-2%
Cn1c(COc2ccc3ccccc3c2)nnc1SCC(=O)OC1CCCCC1	-4%	18%	3	-13	3%	15	-2%	-5%	?	3%	-2%
COc1cc(C(=O)OCn2nnc3ccccc3c2=O)cc(OC)c1OC	-1%	6%	1	1	-6%	4	-6%	-3%	1%	0%	-6%
C=C(C)CSc1nnc([C@@H](NC(=O)OC(C)(C)C)C(C)CC)o1 (stereo partly specified)	-1%	2%	-2	-9	-4%	10	27%	0%	-1%	-7%	-1%
COc1ccc(OC)c(C2NC(=O)NC(C)=C2C(=O)OC2CCCCC2)c1 (stereo unspecified)	-3%	-2%	-2	1	-6%	32[activator]	1%	0%	-1%	10%	0%
O=C1c2ccccc2C(=O)N1CCCc1cn(C[C@H]2CC[C@H](Cn3cc(CCCN4C(=O)c5ccccc5C4=O)nn3)O2)nn1	nt	nt	nt	7	6%	5	nt	-8%	nt	-1%	nt
Cc1ccc(S(=O)(=O)N2CCCC(c3nnc4n3-c3ccccc3SC4)C2)cc1 (stereo unspecified)	-1%	17%	2	-3	-8%	-10	27%	-1%	9%	-6%	-7%
Cc1cc(N2CCN(c3ccccc3)CC2)nc(NCc2ccccc2)n1	-3%	-4%	2	?	4%	-1	-3%	2%	6%	-1%	-2%
Cc1cc(Nc2c(C)n(C)n(-c3ccccc3)c2=O)n2c(nc3cc(F)c(F)cc32)c1C#N	-1%	6%	0	2	13%	-2	7%	-4%	1%	0%	-2%
N/C(=N\OC(=O)CCC1CCCC1)c1cccnc1	-1%	-3%	0	9	3%	-13	23%	0%	13µM*	6%	0%
O=C(COC(=O)Cn1cnc2ccccc2c1=O)Nc1ccccc1Sc1ccc(Cl)cc1	-1%	-6%	-5	4	3%	-19	24%	-3%	?	1%	-2%
Cc1ccnc(NC(=O)CNC(=O)c2ccc(Br)o2)c1	6%	nt	nt	12	1%	-2	nt	-4%	?	16µM*	-7%
CCCCCCCCn1ccc(=N)cc1	-36%[inhibitor]	7.1µM*	4	4	-10%	-12	?	-1%	0%	-20%	-42%[inhibitor]
O=C(Nc1ccccc1)N(C1=NCCCCS1)c1cccc2ccccc12	-1%	11%	-5	1	0%	-4	-25%	-5%	-19%	0%	-10%
CCOc1ccc(OCc2ccc(C(=O)Nc3cccc(C)n3)o2)cc1	?	0%	-1	-8	-2%	3	45%	-5%	?	17%	?
O=C(NCc1ccccc1)N1CCN(c2ccccc2)CC1	-2%	3%	-1	-17	7%	-17	-24%	-2%	4%	-1%	8%
O=C(Nc1scc(-c2ccccc2)c1C(=O)O)c1ccco1	17%	-11%	-10	8	-2%	1	-38%	16%	11µM*	?	29%
FC(F)(F)c1cccc(NC(=S)NC2CCCC2)c1	-1%	8.9µM*	-2	-106*	0%	?	5µM*	2%	-7%	-10%	0%
COc1cc(/C=N/NC(=O)/C(=C\c2ccc3c(c2)OCO3)NC(=O)c2ccccc2)ccc1O	-1%	-2%	-2	2	3%	-1	34%	0%	?	0%	-2%
COc1ccc(-n2nc(C(=O)NCC(=O)N(C)Cc3ccccc3)c3ccccc3c2=O)cc1	2%	4%	-2	13	0%	6	5%	6%	17µM*	-20%	6%
CCOc1ccc(NC(=O)C(c2ccccn2)N(C(=O)CCl)c2ccc(OC)cc2)cc1 (stereo unspecified)	12%	?	-43*	4	-5%	-11	?	0%	-16%	4%	6%
NC(=O)C(c1ccc(F)cc1)c1ccc(C(=O)c2ccccc2)cc1 (stereo unspecified)	-2%	-2%	0	-3	19%	-14	?	-9%	6%	-7%	0%
O=C1CC(c2ccccc2)CC(=O)N1c1ccccc1	-2%	-1%	1	1	-5%	-5	-22%	-1%	0%	-2%	-3%
CCCC(C(=O)Nc1ccc(S(=O)(=O)N2CCOCC2)cc1)c1ccccc1 (stereo unspecified)	-8%	nt	nt	-4	?	-13	nt	-1%	3%	0%	0%
COc1ccc2oc(C(=O)OCC(=O)NCCc3ccc(S(N)(=O)=O)cc3)c(C)c2c1	-4%	nt	nt	12	-11%	0	nt	-4%	3%	-1%	-4%
CCOC(=O)c1cc(C(=O)c2cc(Br)ccc2O)coc1=N	-1%	6%[10 µM]	-2	-12	1%	11	-4%	2%	?	9%	-2%
Cc1cc(OCC(=O)NC(Cc2ccc(Cl)cc2)C(=O)O)c2c(C)cc(=O)oc2c1 (stereo unspecified)	3%	-8%	8	-2	9%	2	-8%	4%	3%	-1%	-5%
Cc1ccc2c(cnn2C(=O)CCCC(=O)NCc2ccc(F)cc2)c1	7%	-1%	-3	7	?	20	-19%	0%	13µM*	-8%	29%
O=C(COC(=O)c1ccc(Cl)nc1)NNC(=O)c1ccc(Cl)cc1	-3%	nt	nt	-15	1%	-4	nt	0%	7%	-3%	-6%
O=C(CN(C(=O)c1csnn1)c1cccc(C(F)(F)F)c1)NCc1ccc(F)cc1	-2%	-17%	-1	-10	-3%	10	?	1%	2%	-5%	0%
CC(=O)OCC(OC(C)=O)C(OC(C)=O)C(OC(C)=O)C(=O)Nc1ccc(C)cc1C (stereo unspecified)	-1%	-3%	2	-12	-2%	5	-9%	1%	3%	1%	4%
O=C(Nc1nnc(-c2ccccn2)o1)c1cccc(Br)c1	-2%	0.89µM*	3	3	-3%	6	0.5µM*	0%	-11%	-3%	4%
O=C(O)C(Cc1ccccc1)n1cccc1 (stereo unspecified)	2%	-9%	2	6	8%	-26	-4%	-4%	-1%	1%	0%
Cc1ccc2c(c1)nnn2C1CCN(C(=O)C2CCCCC2)CC1	4%	2%	7	8	0%	11	?	-1%	-1%	-8%	3%
CCN(CC(=O)Nc1cc(Cl)ccc1C)C(=O)CC1CCCC1	nt	nt	nt	-9	6%	-22	nt	-7%	nt	-3%	nt
O=C(NCCOc1ccc(Cl)cc1)c1ccco1	-3%	-15%	1	10	0%	0	7%	-3%	-10%	3%	6%
C=CCOCCN1C(=O)C2C3C=CC(C2C1=O)C1C2C(=O)N(CCOCC=C)C(=O)C2C31 (stereo unspecified)	-1%	3%	1	30	2%	-5	-10%	?	0%	-3%	-5%
NC(=O)COc1ccccc1	-4%	-1%	5	3	11%	6	29%	-2%	0%	-3%	-5%
CC(C)(C)c1cc(C(=O)NCC(=O)OCC(=O)c2cccc([N+](=O)[O-])c2)cc(C(C)(C)C)c1	1%	2%	-3	-6	-3%	-6	0%	-1%	5%	1%	-7%
CCc1cccc(C)c1NC(=S)N(CCN(C)C)C(C)c1ccco1 (stereo unspecified)	-4%	0%	0	11	-2%	-15	?	2%	1%	2%	-3%
CC(C)(C)C(C(=O)Oc1ccccc1)c1ccccc1 (stereo unspecified)	1%	nt	nt	4	6%	-4	nt	0%	4%	-2%	-2%
CCN(CC(=O)Nc1ccc2c(c1)OCCO2)C(=O)/C=C/c1ccccc1	2%	-5%[10 µM]	1	-5	14%	12	?	1%	?	-16%	-9%
